Bioassay records as filed in PubChem.
NR2F2 inh: NR2F2 transcriptional activity inhibitors, primary screen, cell-based, luciferase reporter, HEK293T, luminescence. inhibition, % at 8.6 µM. HEK293T NGFI-A luciferase reporter. 370,000 compounds, 0.7% hits. COUP transcription factor 2 (Homo sapiens), P24468;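 active = inhibition above a per-plate cutoff, mean inhibition of test wells between control levels plus 3 SD, cut at about 38% in these data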;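 also: cells cotransfected with COUP-TFII expression vector driving the NGFI-A reporter; 0% = median of COUP-TF2 test wells and 100% = reporter-only cells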
Target sequence (P24468 whole entry, looked up): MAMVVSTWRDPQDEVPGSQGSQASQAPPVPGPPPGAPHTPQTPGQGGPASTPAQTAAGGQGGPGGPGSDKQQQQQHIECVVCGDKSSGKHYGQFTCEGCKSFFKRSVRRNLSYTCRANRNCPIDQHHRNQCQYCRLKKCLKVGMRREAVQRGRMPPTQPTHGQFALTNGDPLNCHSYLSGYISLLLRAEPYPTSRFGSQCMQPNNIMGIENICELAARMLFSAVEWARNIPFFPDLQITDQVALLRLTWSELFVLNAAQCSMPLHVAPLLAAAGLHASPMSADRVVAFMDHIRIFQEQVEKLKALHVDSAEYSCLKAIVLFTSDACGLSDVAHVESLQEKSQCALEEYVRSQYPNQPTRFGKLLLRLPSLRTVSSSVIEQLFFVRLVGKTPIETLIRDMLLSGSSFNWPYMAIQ
NOD2 RIPK2 PPI: NOD2-RIPK2 binding disruptors in cells, primary screen, fluorescence, CHO cells, BLA complementation; Receptor-interacting serine/threonine-protein kinase 2 (Homo sapiens), O43353; CCF4 ratio; inhibition, % at 4.98 µM; 360,000 compounds, 0.38% hits; AID 624267, 2012; in the data active = inhibition above about 21%;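 also: 0% = vehicle only and 100% = reference blocker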
TLR9-MyD88 block: inhibitors of TLR9-MyD88 association in cells, primary screen, cell-based, CHO, BLA complementation, fluorescence. Toll-like receptor 9 (Homo sapiens) + Myeloid differentiation primary response protein …. CCF4 FRET ratio. inhibition, % at 4.98 µM. 340,000 compounds, 0.21% hits. AID 504734, 2011;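 active = inhibition above the mean over all tested compounds plus 3 SD, cut at about 21% in these data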;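 also: 0% = DMSO only wells and 100% = clavulanate BLA inhibitor control wells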
NR5A2 inv ag: LRH-1 (NR5A2) inverse agonists, primary screen, cell-based, luminescence, HEK293T, StAR-luciferase reporter | AID 602396, 2012 | LRH-1 transfected, 24 h | 360,000 compounds, 0.13% hits | inhibition, % at 3.6 µM | Nuclear receptor subfamily 5 group A member 2 (Homo sapiens), O00482;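 active = inhibition above the mean inhibition of all tested compounds plus 3 SD, cut at about 73% in these data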;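 also: 0% = DMSO wells and 100% = reporter-only cells lacking LRH-1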
Target sequence (O00482 whole entry, looked up): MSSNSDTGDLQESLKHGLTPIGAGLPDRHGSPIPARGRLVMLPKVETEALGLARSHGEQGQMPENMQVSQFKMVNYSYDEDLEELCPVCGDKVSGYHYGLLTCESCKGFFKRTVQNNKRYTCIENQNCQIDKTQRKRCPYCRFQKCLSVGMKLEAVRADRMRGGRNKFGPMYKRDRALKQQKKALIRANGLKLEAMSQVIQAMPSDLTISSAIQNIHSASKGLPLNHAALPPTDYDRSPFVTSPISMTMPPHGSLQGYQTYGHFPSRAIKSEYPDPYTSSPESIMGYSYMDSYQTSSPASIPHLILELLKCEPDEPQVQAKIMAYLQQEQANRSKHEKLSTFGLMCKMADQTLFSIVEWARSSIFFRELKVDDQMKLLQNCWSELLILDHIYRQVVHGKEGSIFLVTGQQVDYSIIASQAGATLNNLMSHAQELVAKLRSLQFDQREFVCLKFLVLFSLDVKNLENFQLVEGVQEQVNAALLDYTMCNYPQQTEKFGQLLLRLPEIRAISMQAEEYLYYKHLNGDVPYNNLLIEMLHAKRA
TWEAK Fn14 block: inhibitors of TWEAK-Fn14 signaling, primary screen, luciferase reporter cells, uHTS; TWEAK-stimulated Fn14 reporter cells, luciferase luminescence, 8 h; inhibition, % at 10 µM; 360,000 compounds, 2% hits; AID 1159606, 2016; in the data active = inhibition above about 50%
TRAIL sens C8: viability loss with TRAIL in NB7+C8 cells, primary screen, TRAIL sensitizer project, cell-based, ATPlite luminescence | inhibition (viability loss, TRAIL sensitization), % at 10 µM | 360,000 compounds, 1% hits;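 active = compounds causing at least 50% loss of cell viability in the single-dose screen, relative to plate controls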
TROY signal inh: inhibitors of TROY-driven NF-kB signaling, primary screen, Q293 LMP1-TROYcd cells, NF-kB luciferase, uHTS; AID 1347056, 2019; Q293 LMP1-TROYcd NF-kB luciferase reporter, 4 h; 360,000 compounds, 0.98% hits; inhibition, % at 10 µM;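 active = compounds whose plate-normalised and pattern-corrected inhibition of the luciferase reporter signal at the single screening dose is 50% or more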
NCOA2 inhibitor: inhibition of GAL4-SRC2 driven luciferase reporter, primary screen, SRC2 inhibitor project, cell-based, luminescence | Nuclear receptor coactivator 2 (Homo sapiens), Q15596 | HEK293 GAL4-SRC2 luciferase reporter | inhibition, % at 9 µM | 370,000 compounds, 0.17% hits | AID 651957, 2012;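 active = inhibition above the mean inhibition of all tested compounds plus 3 SD, set per campaign, cut at about 52% in these data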;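 also: 0% = DMSO treated cells and 100% = cells given Gossypol at 36 µM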
SRC3 inh: SRC3 coactivator transcriptional activity inhibitors, primary screen, cell-based, luminescence; Nuclear receptor coactivator 3 (Homo sapiens), Q9Y6Q9; HEK293 GAL4-SRC3 luciferase reporter; inhibition, % at 3.6 µM; 360,000 compounds, 0.17% hits;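 active = inhibition above a per-campaign cutoff, the mean of all compounds plus 3 SD, cut at about 60% in these data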;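 also: 0% = DMSO-treated cells and 100% = gossypol-treated cells at 36 µM; higher means less SRC3-driven luciferase light from the GAL4 reporter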
SRC1 inh: SRC1 coactivator transcriptional activity inhibitors, primary screen, cell-based, luminescence; HEK293 GAL4-SRC1 luciferase reporter; inhibition, % at 3.6 µM; 360,000 compounds, 0.12% hits; Nuclear receptor coactivator 1 (Homo sapiens), Q15788;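 active = inhibition above the campaign mean plus 3 SD, with each screening campaign given its own cutoff, cut at about 60% in these data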;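 also: 0% = DMSO treated cells and 100% = gossypol at 36 µM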
EBV LMP1 NFkB: EBV LMP1-driven NF-kappaB luciferase reporter inhibitors, primary screen, cell-based, luminescence, single point; 350,000 compounds, 0.69% hits; LMP1-induced NF-kappaB luciferase reporter cells; inhibition, % at 12.5 µM; in the data active = inhibition above about 41%;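 also: 0% = neutral control wells and 100% = reference inhibitor control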
* = called active by the depositor; x = no result given.

SMILES	NR2F2 inh	NOD2 RIPK2 PPI	TLR9-MyD88 block	NR5A2 inv ag	TWEAK Fn14 block	TRAIL sens C8	TROY signal inh	NCOA2 inhibitor	SRC3 inh	SRC1 inh	EBV LMP1 NFkB
CCN(Cc1ccccc1)C(=O)CCCOc1ccccc1	-50.8	-1.7	5.0	-38.2	-19.3	-9.0	-67.3	-50.3	-27.0	-70.5	-29.9
CC1CCc2[nH]c3ccc(C(=O)Nc4ccc(C(=O)N(C)C)cc4)cc3c2C1 (stereo unspecified)	-9.5	-9.0	0.8	6.7	-40.9	-8.1	-32.2	-8.2	13.7	-19.5	10.2
O=C(C1=C[C@@H](c2ccc(C(F)(F)F)cc2)C[C@@H](OCc2ccc(CO)cc2)O1)N1CCOCC1	-6.4	-8.7	5.3	3.0	-0.3	5.4	-4.8	8.7	5.2	-4.7	-3.1
CC1CCCC(C)N1C(=O)COC(=O)c1cc(=O)[nH]c2ccccc12 (stereo unspecified)	-5.3	-17.6	-2.2	-4.8	-1.1	-8.4	-9.0	-40.9	-7.5	-20.4	8.9
CCc1ccccc1NC(=O)CN1CCN(CC(=O)Nc2cc(C)ccc2OC)CC1	-7.9	1.0	-3.6	6.5	7.1	7.7	13.2	22.0	-9.9	11.0	17.2
CCOC(=O)C(=O)N1CCN(c2cc3c(cc2[N+](=O)[O-])n(C)c(=O)n3C)CC1	-4.2	-8.2	-11.7	13.0	-6.4	0.6	-19.6	-21.0	13.9	-19.7	4.8
CCc1nc2cccnc2n1-c1ccc(CC(=O)NC(C)CC)cc1 (stereo unspecified)	-1.2	1.2	-15.7	18.5	12.7	-6.4	-18.7	-15.2	5.0	3.1	-3.2
O=C(COc1cccc(-n2cnnn2)c1)Nc1ccccc1	2.0	-4.9	-6.2	5.8	6.6	-2.4	-8.1	-17.7	2.0	-10.8	6.1
CC(C)c1ccc(OCC(O)CN2CCN(c3ccccn3)CC2)cc1 (stereo unspecified)	-7.5	2.3	-0.9	-29.6	11.0	-3.7	3.0	3.7	2.0	8.9	4.1
O=C(CCNC(=O)c1ccccc1Cl)Nc1cc(C(F)(F)F)ccc1N1CCCC1	18.4	-2.1	-5.5	16.7	2.4	-0.9	20.4	8.8	3.2	-35.0	8.0
COc1ccc(CCNC(=O)CNCC2CCCO2)cc1OC (stereo unspecified)	13.3	-5.9	-13.5	10.5	-31.9	-6.8	13.4	-4.3	-13.7	13.5	-3.5
COc1ccc(C(=O)c2sc(Nc3ccccc3)nc2N)cc1OC	30.4	-0.9	1.2	13.8	53.9*	18.2	29.6	-8.4	2.0	-2.1	7.9
C=C(C)c1cccc(C(C)(C)NC(=O)Nc2ccc(Cl)cn2)c1	15.4	-1.9	-17.4	-2.6	34.9	1.7	17.6	18.0	20.3	-13.5	-4.0
Cc1cc(C(=O)COC(=O)c2n[nH]c3ccccc23)c(C)n1CC1CCCO1 (stereo unspecified)	22.3	-8.1	-0.6	-11.9	81.7*	71.8*	60.1*	-15.9	-14.8	-48.4	13.6
CC(C(=O)N1CCCCC1)N1C(=O)c2ccccc2C1=O (stereo unspecified)	11.6	-2.7	-1.7	18.4	11.3	-0.5	-12.2	-22.6	-7.9	-1.9	5.9
CNC(=O)/C(C#N)=C1/SC(Cc2ccc(F)cc2)C(=O)N1c1ccccc1 (stereo unspecified)	16.6	-5.5	4.0	-3.0	6.5	-3.4	-9.8	-4.7	11.0	1.3	0.4
N#C/C(=C(/O)COc1ccccc1)c1nc2ccccc2s1	27.6	-6.6	1.6	-3.0	10.0	6.6	20.1	-17.6	9.8	-19.3	-6.4
COc1ccc(CNC(=O)Cn2nnc(-c3ccc(NC(=O)C4CCCCC4)cc3)n2)cc1	-5.3	-2.4	1.8	-43.0	-51.4	4.0	-46.9	-33.8	-77.2	-85.1	-51.0
CCOC(=O)C1CCCN(Cc2nc(N)nc(Nc3ccccc3OC)n2)C1 (stereo unspecified)	9.7	4.7	4.2	23.0	-7.7	-0.3	-22.0	-5.3	12.3	8.0	5.0
CCOC(=O)N1CCN(S(=O)(=O)N2CCCC(C(=O)NCc3ccccc3Cl)C2)CC1 (stereo unspecified)	5.0	2.7	4.2	0.4	-0.2	-3.2	-24.5	-3.3	-9.7	10.4	-7.3
Cn1cc(S(=O)(=O)N2CCc3ccccc32)cc1C(=O)NC(C)(C)C	59.3*	1.1	-0.4	30.5	6.2	13.7	21.8	20.3	20.4	16.6	13.0
O=C(Nc1ccccc1F)C1CCN(S(=O)(=O)c2cccnc2)CC1	-8.1	4.0	4.8	19.8	-1.9	-21.8	-2.7	4.7	8.4	1.4	-0.8
CC(C)CN(CC(C)C)CC(O)CN(c1ccccc1)S(=O)(=O)c1ccccc1[N+](=O)[O-] (stereo unspecified)	15.5	-7.9	-5.9	7.5	16.0	16.4	-23.3	4.3	18.4	9.6	0.8
COc1cc(OC)c(C2Nc3ccccc3NC3=C2C(=O)CC(C)(C)C3)cc1OC (stereo unspecified)	-8.7	6.3	2.8	1.2	35.0	-5.8	8.4	-27.4	-0.1	-11.8	-10.0
CC(C)C(OC(=O)c1nsc(Cl)c1Cl)C(=O)NCc1ccc2c(c1)OCO2 (stereo unspecified)	6.9	-0.6	-15.6	9.0	4.1	-12.8	-13.0	4.0	2.6	6.6	4.6
O=C(Cn1nnc(-c2ccccc2)n1)N1CCN(S(=O)(=O)c2ccc(Cl)cc2)CC1	12.2	4.3	-8.3	9.8	0.6	-8.5	15.1	-7.9	14.8	7.5	-2.1
S=c1[nH]nc(-c2cccs2)n1/N=C/c1cn(-c2ccccc2)nc1-c1ccc(Cl)cc1	0.8	-5.7	x	7.3	2.0	2.2	-15.2	-10.8	-1.1	-1.7	-1.2
COc1ccc(NS(=O)(=O)c2cc(NC(=O)c3cc(=O)c4ccccc4o3)ccc2OC)cc1	1.9	-2.5	3.8	9.6	16.0	26.0	9.7	3.7	20.3	-17.3	-1.6
O=c1c2oc3ccccc3c2ncn1Cc1ccccc1Cl	-7.9	7.0	0.9	-13.5	-16.5	5.7	-56.4	-7.9	-19.8	-15.7	-20.9
CCC(C)N(C(=O)Cn1nnc(-c2ccc(Cl)cc2)n1)C1CCS(=O)(=O)C1 (stereo unspecified)	-4.0	-8.9	5.6	-0.3	-3.5	-3.2	2.2	-0.2	-11.2	6.2	-6.7
Cn1nccc1C(=O)N1CCCC(N2CCN(Cc3ccc4c(c3)OCO4)CC2)C1 (stereo unspecified)	7.9	7.8	-7.1	-8.8	2.0	13.6	6.0	11.0	11.7	-4.0	-2.4
CCCCCc1ccc(OCCC[n+]2ccccc2)c(CCCCC)c1	56.7*	5.5	-5.6	59.3	67.1*	30.1	47.1	5.0	66.1*	34.4	24.9
CC(C)(C)NC(=O)/C(=C/c1ccco1)c1ccccc1	-2.9	3.0	-3.3	-0.9	0.5	-7.9	8.6	-4.3	-3.4	4.2	2.2
COc1ccc(CN(C)C(=O)Cc2ccc(OC)c(S(=O)(=O)N3CCOCC3)c2)cc1OC	-23.0	-7.6	-7.0	2.1	-4.2	-7.5	1.6	15.1	14.7	-1.3	-47.9
O=C(Nc1c(Cl)cc(Cl)cc1C(=O)NCC1CCCO1)c1ccco1 (stereo unspecified)	2.4	1.2	2.5	-4.3	6.9	15.9	-11.1	22.5	-4.9	5.2	-1.4
COc1ccc(-c2ccc(C(=O)O)c(=O)[nH]2)cc1	-17.1	-1.5	0.3	-6.5	-9.4	-6.8	-7.7	-19.4	6.3	-5.1	-2.2
COc1ccc(Nc2nc3ccccc3nc2C)cc1	-4.3	-3.4	8.2	-2.5	-0.3	-1.4	-8.6	8.1	-1.7	4.3	14.4
COc1ccc(Nc2nnc(-c3ccncc3)s2)cc1Cl	13.2	1.5	-2.3	5.7	38.2	9.2	51.1*	4.3	24.4	26.2	4.8
N#Cc1c(NC(=O)c2ccc([N+](=O)[O-])o2)sc2c1CCC2	-42.5	3.9	1.0	-18.4	37.6	17.6	-23.8	-35.9	-79.5	-87.3	-15.1
O=C(NC1=NCCS1)C1CCN(S(=O)(=O)c2cc([N+](=O)[O-])ccc2Cl)CC1	-0.2	4.6	-4.7	6.3	-19.4	-16.7	0.8	4.9	2.1	0.3	-5.1

Fetched by structure from above (2):
SMILES	NR2F2 inh	NOD2 RIPK2 PPI	TLR9-MyD88 block	NR5A2 inv ag	TWEAK Fn14 block	TRAIL sens C8	TROY signal inh	NCOA2 inhibitor	SRC3 inh	SRC1 inh	EBV LMP1 NFkB
N#Cc1c(NC(=O)c2ccc([N+](=O)[O-])o2)sc2c1CCC2	-42.5	3.9	1.0	-18.4	37.6	17.6	-23.8	-35.9	-79.5	-87.3	-15.1
COc1ccc(CN(C)C(=O)Cc2ccc(OC)c(S(=O)(=O)N3CCOCC3)c2)cc1OC	-23.0	-7.6	-7.0	2.1	-4.2	-7.5	1.6	15.1	14.7	-1.3	-47.9

Additional structures
SMILES	NR2F2 inh	NOD2 RIPK2 PPI	TLR9-MyD88 block	NR5A2 inv ag	TWEAK Fn14 block	TRAIL sens C8	TROY signal inh	NCOA2 inhibitor	SRC3 inh	SRC1 inh	EBV LMP1 NFkB
Cc1c(NC(=O)CN(c2ccccc2)S(=O)(=O)c2ccc(F)cc2)c(=O)n(-c2ccccc2)n1C	6.3	-2.3	3.0	-9.4	17.2	7.9	-14.3	12.9	16.2	-13.7	-5.6
COc1ccc([C@H]2CC(=O)C=C(c3ccc4ccccc4c3)C2)cc1OC	-5.8	-11.1	9.5	-15.8	-7.2	5.7	19.2	-27.4	1.2	-17.5	11.8
Cc1ccccc1OCCC(=O)OCC(=O)NC1CCCCC1	-6.2	0.9	1.4	11.0	-2.6	-4.2	7.8	-25.6	7.1	-30.7	-0.4
Cc1nc2ccccc2c2c1C(=O)N(C(C)C)C2=O	8.9	2.7	1.6	10.0	11.1	-6.0	-5.9	6.5	-6.1	-34.4	-4.5
Cc1nnc(SCC(=O)Nc2ccccc2)[nH]c1=O	-8.8	0.5	-1.5	2.1	2.6	-10.2	-18.5	-9.0	10.0	0.5	-2.7
N=C1C(c2nc3ccccc3s2)=C(O)CN1CCCO	4.7	-5.3	-1.2	-21.1	-16.3	9.1	-16.5	-24.2	6.4	-42.4	-11.5
CCOc1ccc(-c2cc(C(=O)NCCOC)[nH]n2)c(C)c1	14.6	-4.2	x	-20.5	5.2	5.5	0.5	-22.9	-17.4	-24.4	x
O=C(OCc1nnc(-c2ccccc2)o1)c1cccc(S(=O)(=O)N2CCOCC2)c1	-17.5	-1.9	-3.7	10.0	-13.1	17.1	-42.2	14.0	22.2	4.6	-4.8
O=C(c1ccc(=O)[nH]n1)N1CCN(S(=O)(=O)c2ccc3ccccc3c2)CC1	-15.4	-7.7	7.3	1.4	12.4	15.1	0.2	6.0	-12.3	1.9	-3.9

An excerpt; count on the stated rates, not on these rows.
